Compound activity deposited in PubChem BioAssay by National Center for Advancing Translational Sciences (NCATS).
ALDH1A1 block: blocks purified human ALDH1A1 activity; Purified ALDH1A1, NADH fluorescence, propionaldehyde substrate; P00352; Potency, µM (series often up to 75.3 µM), inactives show at the top dose activity, negative = inhibition, hits mostly inhibitors; 7.3% of 220,000 active; active = well fitted inhibition curve with a large enough effect, not every such curve was filed as active; inconclusive = small, poorly fitted or top-dose-only effect, or another doubt; inactive = no such curve, though single readings can be large or run the other way;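 also: plate controls were no enzyme wells and a reference inhibitor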
Target sequence (P00352 whole entry, looked up): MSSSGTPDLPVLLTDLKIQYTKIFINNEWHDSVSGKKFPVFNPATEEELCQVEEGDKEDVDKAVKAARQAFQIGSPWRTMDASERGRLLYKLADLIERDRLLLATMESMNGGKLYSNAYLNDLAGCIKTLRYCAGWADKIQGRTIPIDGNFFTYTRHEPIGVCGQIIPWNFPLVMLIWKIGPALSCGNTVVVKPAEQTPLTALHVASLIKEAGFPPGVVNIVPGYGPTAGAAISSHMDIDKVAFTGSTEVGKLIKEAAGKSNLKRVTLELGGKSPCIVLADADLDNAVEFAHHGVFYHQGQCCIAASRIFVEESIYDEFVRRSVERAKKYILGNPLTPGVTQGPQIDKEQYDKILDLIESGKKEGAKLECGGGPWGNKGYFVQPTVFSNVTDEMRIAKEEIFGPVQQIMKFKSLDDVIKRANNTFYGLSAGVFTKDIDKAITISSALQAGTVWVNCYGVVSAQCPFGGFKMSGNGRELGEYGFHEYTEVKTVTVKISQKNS
SMN2 splice enh: enhancers of SMN2 splice variant expression. Potency, µM (highest dose often 46.1 µM), for the others: at the top dose activity change, positive = activation, most hits filed as activators. 2.8% of 210,000 active. HEK293 SMN2-luciferase splicing reporter, luminescence, 30-36 h; also: % of control where 0% means no effect; nearly all actives have a fitted effect of over 55% in size
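HEK293 cells carry an SMN2 minigene-luciferase reporter in which exon 7 inclusion puts luciferase in frame. Cells were seeded at 2000 cells/well, attached for 10-12 hours, then exposed to compounds for 30-36 hours at 37C before ONE-Glo luminescence.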
LMNA splice mod: modulators of lamin A splicing; HeLa LMNA splicing GFP/RFP minigene ratio, 48 h; Potency, µM (top dose mostly 46.1 µM), without a hit: top-dose ratio change, negative = inhibition, most hits filed as inhibitors; 0.01% of 200,000 active; active = well fitted inhibition curve with a large enough effect in the signal ratio, with a control signal flat, not every such curve was filed as active; inconclusive = small, poorly fitted or top-dose-only effect, or effect the other way, or a change in a side signal; the % refers to the signal ratio; also: % is scaled to controls: 0 for no effect and ±100 for the full control effect
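S3 HeLa cells stably expressing lamin A-EGFP splicing minigene plus DsRed2, 600 cells/well, 48 h compound exposure at 37C. Laser-scanning cytometry; analysed as GFP (500-530 nm)/RFP (575-640 nm) total intensity ratio; 0.5% DMSO vehicle.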
RECQ1 inh: RECQ1 (human) helicase inhibition | RECQ1 DNA unwinding, red fluorescence kinetic read | Potency, µM (top dose mostly 57.3 µM), for inactives: at the top dose activity, negative = inhibition, usual class: inhibitors | P46063 | 0.54% of 240,000 active;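 also: plate controls were vehicle for no effect and no enzyme for full effect; nearly all actives have a fitted effect of over 30% in size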
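RECQ1T1 50 nM; forked duplex (20 bp + 30-nt ss tails) 200 nM, ATP 2 mM final; pH 8.0, 2 mM MgCl2, 2.5 ug/ml poly(dI-dC); 15 min compound preincubation; discontinuous kinetic read over 2 h at RT.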
Tau fibril ThT: blocks human tau fibril formation measured by thioflavin T | P10636 | recombinant tau K18 P301L (four-repeat tau fragment), heparin-induced fibrillization, ThT fluorescence | Potency, µM (top dose mostly 57.4 µM), for the others: at the highest dose activity, negative = inhibition, usual class: inhibitors | 2.1% of 270,000 active | AID 1460; also: % is scaled to controls: 0 for no effect and ±100 for the full control effect; nearly all actives have a fitted effect of over 55% in size
Target sequence (P10636 561-689 P618L limits assumed): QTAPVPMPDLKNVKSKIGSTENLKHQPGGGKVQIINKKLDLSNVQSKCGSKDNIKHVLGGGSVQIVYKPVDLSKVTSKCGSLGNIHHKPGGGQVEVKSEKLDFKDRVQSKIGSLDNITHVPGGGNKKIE
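Tau K18 P301L fragment (15 uM unlabeled plus 0.24 uM Alexa 594-labeled) in 100 mM sodium acetate pH 7 with compound, fibrillization induced by 20 uM heparin for 6 hr at 37 C. Thioflavin T (30 uM) added, fluorescence read after 1 hr (ex 450, em 510 nm).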
L3MBTL1 inh: inhibitors of human L3MBTL1; AlphaScreen L3MBTL1–H3K9me1 peptide binding; Potency, µM (top dose mostly 57.1 µM), without a hit: at the top dose activity, negative = inhibition, usual class: inhibitors; 0.66% of 230,000 active; AID 485360; also: % is scaled to controls: 0 for no effect and ±100 for the full control effect; nearly all actives have a fitted effect of over 60% in size
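Displacement of a biotinylated histone H3(1-15) peptide monomethylated at Lys9 (75 nM) from L3MBTL1 (50 nM) was measured by AlphaScreen after a 30 min room-temperature compound incubation; cefsulodin titration served as intraplate control.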
KinaseGlo FLuc: Kinase-Glo luciferase inhibition (counter-screen); 0.28% of 200,000 active; Kinase-Glo luciferase, ATP luminescence, 8 min; AID 1379; Potency, µM (doses to about 38.3 µM), for inactives: at the top dose activity change, negative = inhibition, usual class: inhibitors; Q27757; also: % is scaled to controls: 0 for no effect and ±100 for the full control effect; nearly all actives have a fitted effect of over 60% in size
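Kinase-Glo luciferase light output from ATP and luciferin was measured with 10 uM ATP, within the enzyme's linear range. Buffer: 50 mM imidazole pH 7.2, 50 mM KCl, 7 mM MgCl2, 0.01% Tween 20, 0.05% BSA; luminescence read after 8 min at ambient temperature.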
KDM4E inh: blocks human JMJD2E demethylase activity. B2RXH2. JMJD2E catalytic domain, FDH-coupled NADH fluorescence (FDH is formaldehyde dehydrogenase). Potency, µM (doses to about 57.1 µM), for inactives: at the top dose activity change, negative = inhibition, usual class: inhibitors. 1.6% of 230,000 active. AID 2147; active = well fitted inhibition curve with a large enough effect, not every such curve was filed as active; inconclusive = small, poorly fitted or top-dose-only effect, or another doubt; inactive = no such curve, though single readings can be large or run the other way;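 also: 0% = wells with enzyme and -100% = buffer wells without enzyme; nearly all actives have a fitted effect of over 50% in size; many of its hits are not listed in these tables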
Target sequence (B2RXH2 1-337 limits assumed): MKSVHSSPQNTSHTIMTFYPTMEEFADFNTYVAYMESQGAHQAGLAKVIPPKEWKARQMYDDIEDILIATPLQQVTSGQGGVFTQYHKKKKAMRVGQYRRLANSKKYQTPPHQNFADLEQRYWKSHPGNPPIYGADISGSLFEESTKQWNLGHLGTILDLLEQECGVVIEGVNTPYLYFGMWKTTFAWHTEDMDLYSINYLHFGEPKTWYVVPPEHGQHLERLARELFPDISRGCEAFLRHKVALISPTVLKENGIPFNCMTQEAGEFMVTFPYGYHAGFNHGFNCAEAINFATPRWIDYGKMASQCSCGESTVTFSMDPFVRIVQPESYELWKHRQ
* = called active by the depositor; i = inactive; ? = inconclusive; / = no result given; [ ] = dose if it differs, or a comment. Unless noted, calls follow the shape of the dose curve; as a rule, active = well fitted curve in the direction sought with a large enough effect; inconclusive = small, poorly fitted or top-dose-only effect, or another doubt; inactive = no such curve, though single readings can be large; an effect the other way counts as inactive or inconclusive. Potency is read from the fitted curve at half-maximal effect.

Values in the order – ALDH1A1 block, SMN2 splice enh, LMNA splice mod, RECQ1 inh, Tau fibril ThT, L3MBTL1 inh, KinaseGlo FLuc, KDM4E inh
CS(=O)c1ccccc1-c1nc(-c2cccc(Cl)c2)no1 (configuration not stated)
  -2%, -11%, -13%[46 µM], -3%, -5%, 19%, -4%, 8%
COc1cccc(N2CCN(Cc3nnnn3C3CCCCC3)CC2)c1
  -15%, /, ?, -5%, -5%, 0%, -2%, -3%
CCC(C)Oc1cccc(OCCCCN2C(=O)NC(C)(C)C2=O)c1 (configuration not stated)
  -12%, -29%, -13%, -2%, -5%, 3%, 0%, -4%
CN1C(=O)/C(=C\C(=O)c2cccs2)c2ccccc21
  ?, -20%, ?, i, ?, -4%, 0%, -10%
Nc1ccc(C(=O)Nc2nccs2)cc1
  -9%, 13µM*, ?, ?, -11%, ?, -13%, -15%
Cc1onc(-c2ccccc2)c1C(=O)NCC(O)c1ccccc1 (configuration not stated)
  -1%, /, /, i, -6%, 5%, /, 2%
COc1cc2c(cc1OC)C(c1cccc([N+](=O)[O-])c1)N(C(=O)c1ccc(F)cc1)CC2 (configuration not stated)
  2%, -21%, 8%[0.0737 µM], -13%, -13%, -4%, -3%, 3%
CC(C)CCN(C)c1ccc(/C=N/n2cnnc2)cc1
  ?, -2%, 6%, i, -10%, /, 3%, ?
CN(Cc1ccccc1)C(=O)c1ccccc1-c1ccccc1
  ?, -12%, /, i, -6%, /, 1%, 3%
Cc1cc(C(=O)COC(=O)Cn2c(C(F)(F)F)nc3ccccc32)c(C)n1Cc1ccco1
  -9%, 0%, 12%, -8%, -16%, -8%, -2%, 0%
Cc1oc(/N=C/c2cccc3ccccc23)c(C#N)c1C
  ?, 0%, 2%, -17%, ?, 6%, 13%, -21%
CCOC(=O)c1[nH]c2ccc(F)cc2c1NC(=O)c1cc(OC)c(OC)c(OC)c1
  i, 22µM*, -10%, -13%, -10%, -1%, 2%, 0%
COc1ccc(Nc2nc3[nH]c(=O)cc(O)c3s2)cc1
  2%, 7%, /, -8%, 11%, 8%, -6%, -4%
CCNC(=O)NC(=O)C(C)Sc1ncc(C(F)(F)F)cc1Cl (configuration not stated)
  9%, -11%, /, -5%, 0%, 6%, 6%, 17%
CC(C)CN(CC(C)C)S(=O)(=O)N1CCC(C(=O)N2CCc3ccccc3C2)CC1
  ?, -15%, -12%, 0%, -6%, -3%, 0%, 0%

Full records, quoted from the list. Order of screens: ALDH1A1 block | SMN2 splice enh | LMNA splice mod | RECQ1 inh | Tau fibril ThT | L3MBTL1 inh | KinaseGlo FLuc | KDM4E inh
COc1ccc(Nc2nc3[nH]c(=O)cc(O)c3s2)cc1 is listed as 2% | 7% | / | -8% | 11% | 8% | -6% | -4%
CCNC(=O)NC(=O)C(C)Sc1ncc(C(F)(F)F)cc1Cl (configuration not stated) is listed as 9% | -11% | / | -5% | 0% | 6% | 6% | 17%

(listing goes on)
Values in the order – ALDH1A1 block, SMN2 splice enh, LMNA splice mod, RECQ1 inh, Tau fibril ThT, L3MBTL1 inh, KinaseGlo FLuc, KDM4E inh
COc1ccc(Nc2ncnc3ccc(OC)cc23)cc1
  -16%, /, /, -3%, ?, /, 2%[39.9 µM], /
COc1cccc(C(=O)NCC(=O)N/N=C/c2ccc(OC(=O)c3cccs3)c(OC)c2)c1
  -4%, 1%, 4%, -8%, ?, -5%, -1%, -2%
CCOC(=O)CSC1=C(C#N)C(c2ccc(C)cc2)C2=C(CCCC2=O)N1 (configuration not stated)
  ?, 0%, 0%, i, -10%, -1%, 0%, ?
c1coc(-c2nn3c(-c4ccco4)nnc3s2)c1
  20µM*, 20%, -1%, ?, -10%, -29%, -1%, -19%
COc1ccc(C2CC(c3ccccc3)=NN2c2ccc(N)cc2)cc1 (configuration not stated)
  ?, 8%, ?, -6%, ?, -13%, -7%, ?
N#C/C(=C\c1ccc[nH]1)Sc1nc2ccccc2s1
  -1%, -7%, -12%, -9%, -11%, -24%, 1%, 0%
Cc1ccc(C)c(-c2nc3ccc(N)cc3[nH]2)c1
  ?, 16%, -17%, ?, ?, -5%, -9%, ?
NC(=O)NC(=O)COC(=O)[C@H](Cc1ccccc1)NC(=O)c1cccs1
  ?, -10%, 7%[46 µM], -1%, 5%, 13%, -3%, -1%
O=C(NCCC(=O)N1CCN(c2ncccn2)CC1)c1ccccc1
  -8%, 9%, -9%, i, -4%, /, 0%, ?
CC(/C=C(\NC(=O)c1ccccc1)C(=O)N=Nc1c(O)[nH]c2ccc(C)cc12)=C\c1ccccc1
  10%, 4%, -25%, 11%, 20µM*, /, -3%, 11%
CC(=O)Nc1ccc(S(=O)(=O)NC2(C(F)(F)F)C(=O)NC(C)=C2C#N)cc1 (configuration not stated)
  ?, /, 11%[46 µM], -6%, -20%, ?, -6%, -28%
COc1cc(C2C3C(=O)N(c4ccccc4)C(=O)C3ON2c2ccccc2)cc(OC)c1OC (configuration not stated)
  3%, /, 2%, -5%, -16%, 4%, /, 0%
COc1ccc(C(=O)CCNc2cccc(Cl)c2)cc1
  3.2µM*, ?, -3%, -8%, -15%, 12%, 0%, -5%
CC(=O)Nc1c(C#N)c(C(C)(C)C)cn1C
  -2%, -7%, -3%, -2%, -12%, /, 7%, 3%
O=S(=O)(Nc1ccc(-c2nnc(SCc3ccc(Cl)cc3)o2)cc1)c1ccccc1
  14%, 0%, ?, -14%, 6%, 0%, 1%, 0%
Cc1nc2cnc(N3CCNCC3)nc2n(-c2ccccc2)c1=O
  ?, -4%, /, -15%, /, /, -4%, /
CC(C)CC(=O)NC(=S)Nc1ccc(S(=O)(=O)N2CCCC2)cc1
  ?, 16%, 11%[46 µM], i, 1%, 2%, -1%, 2%
Cc1cc(NC(=O)c2noc3c2CCCCC3)nn1Cc1ccc(Cl)cc1
  -4%, -34%[inhibitor], 7%, i, -7%, 0%, 5%, -10%
CCN1CNC(=S)N(Cc2ccccc2)C1
  ?, 0%, 1%, -14%, 1%, 10%, 0%, 0%
CCOC(=O)c1sc2nc(NC(=O)C(C)(C)C)sc2c1C
  ?, ?, ?, -6%, ?, 6%, -5%, ?
CC(NC(=O)c1ccccc1)c1nc2ccccc2n1Cc1ccc(C#N)cc1 (configuration not stated)
  5%, ?, -1%, 2%, -18%, /, 1%, 10%
Cc1ccc(C(O)c2ccncc2)cc1 (configuration not stated)
  2%, -11%, 1%, i, -1%, /, -2%, 4%
CCOc1ccc(Oc2nc(NCC(C)C)nc(OC)n2)nn1
  10%, 23%, -9%, -4%, -4%, 3%, 1%, -6%
O=C(CCc1nnc(C2CCCCC2)o1)NCc1cccc(-n2cccn2)c1
  -1%, /, /, -1%, -8%, 0%, 3%, 7%
COc1ccc(OC)c(NC(=O)C(CC(=O)O)NCc2ccco2)c1 (configuration not stated)
  2%, 28%, 11%, -2%, 9%, -6%, -3%, 4%
CCC(C)(C(=O)NC1CCCCC1)N(CC1CCCO1)C(=O)c1ccccn1 (configuration not stated)
  1%, /, 12%, -2%, ?, -1%, -1%, 3%
CCNc1ccc(S(=O)(=O)N(C)C)cc1NCC(=O)Nc1ccccc1Br
  25µM*, 3%, 1%[46 µM], -8%, -8%, -14%, 0%, -11%
O=c1[nH]c(/C=C/c2cccc3ccccc23)nc2ccccc12
  -7%, 15%, ?, i, -7%, 0%, 6%, ?
Cc1cc([N+](=O)[O-])cc2ncccc12
  -14%, -7%, 1%, i, -7%, /, -4%, 2%
CCOc1ccc(-n2c(SCC(=O)Nc3cc(C)on3)nnc2-c2c[nH]c3ccccc23)cc1
  0%, -10%, 14%, -9%, 1%, /, 0%, 4%
CCCC(=O)N1CCN(c2ccc(NC(=O)c3ccc([N+](=O)[O-])o3)cc2)CC1
  -11%, -36%[inhibitor], /, i, 4µM*, -8%, -1%, -7%
Nc1ccc2oc(=O)c3ccccc3c2c1
  -7%, 14µM*, 13%, i, -17%, 1%, 7%, -5%
Cc1ccc(C(=O)OCC(=O)c2c[nH]c3ccccc23)cc1NC(=O)c1ccco1
  -1%, -4%, ?, i, -7%, -5%[11.4 µM], 0%, -25%
CN1CCN(C=Nc2nc3ccccc3nc2N2CCCC2)CC1
  ?, 7%, -9%[46 µM], i, -11%, 1%[11.4 µM], 0%, ?
CCOC(=O)C1=NN(C(=O)Nc2ccc(OC)cc2)C2C(=O)N(c3cccc(C(F)(F)F)c3)C(=O)C12 (configuration not stated)
  7%, 4%, -4%, -2%, -13%, ?, 3%, 0%
O=C(CSc1nnnn1C1CCCC1)NCc1ccc2c(c1)OCO2
  20µM*, -14%, 2%, -4%, -5%, 10%, -4%, 9%
COC(=O)CC1C(=O)NCCN1C(=S)Nc1ccc(F)cc1 (configuration not stated)
  /, /, /, i, -11%, 0%, /, 3%
CC(C)c1nc(C#N)c(NCCCn2ccnc2)o1
  0%, 3%, -5%, 1%, 0%, ?, 1%, 6%
O=C(Nc1ccccc1)Nc1ccccc1Br
  2%, 24%, ?, i, 1%, 11%, -17%, 3%
COc1ccccc1Oc1ccc2c(c1)C(=O)N(c1ccc(O)cc1)C2=O
  8%, /, -1%, -10%, -4%, /, 1%, 10%
CCSc1nc2cc(C(=O)OC)ccc2c(=O)n1CC
  ?, -21%, -12%, -7%, -7%, 21%, 1%, ?
Cc1cc(NC(=O)Cn2cc([N+](=O)[O-])cn2)no1
  -9%, 11%, /, 19%, ?, 7%, 1%, 15%
Cc1ccccc1NS(=O)(=O)c1ccc(OCCNS(C)(=O)=O)cc1
  5%, -2%, -7%, -7%, 8%, 1%, -2%, -6%
Cc1ccc(-n2c(CNc3ccc(F)cc3)nnc2SCC(N)=O)cc1
  -2%, /, ?, i, -13%, 1%, /, 2%

These rows are one share of the data (hit frequency here may not be typical).
